STEP inh = STEP (human) phosphatase inhibition; P54829; recombinant STEP, OMFP fluorogenic substrate, fluorescence; inhibition, % at 20 µM; actives 0.25% (n = 360,000); AID 588621;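 active means inhibition at 20 µM, scaled per plate between control wells, above about 37%, limit read from the data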;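 further: 0% = DMSO with enzyme and substrate and 100% = substrate only without enzyme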
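material = STEP tyrosine phosphatase | reagent = fluorogenic phosphatase substrate OMFP at 25 µM final | doses = single compound dose of 20 µM, 1% DMSO final | schedule = 20 min reaction, room temperature, in the dark | measured by = fluorescence, 480/540 nm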
LMPTP inh = LMPTP (human) inhibition; AID 651560; actives 0.22% (n = 360,000); recombinant LMPTP-A, OMFP fluorogenic substrate, fluorescence intensity; inhibition, % at 20 µM;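 active means compounds that cut the enzyme signal by at least half of the control window in the single-dose screen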;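 further: plate controls were DMSO wells with enzyme plus substrate for no effect and substrate without enzyme for full effect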
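Test system: LMPTP-A, protein tyrosine phosphatase of low molecular weight; Input: 0.625 nM enzyme; Incubation: 50 min dark incubation at room temperature; Signal: endpoint fluorescence intensity from OMFP dephosphorylation; Read-out basis: % inhibition versus control wells.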
Scp-1 inhibitor = blocks human Scp-1 phosphatase activity; Recombinant Scp1, phosphopeptide, malachite green phosphate absorbance; inhibition, % at 20 µM; actives 0.88% (n = 340,000);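 active means inhibition above about 50% at 20 µM, limit read from the data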;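 further: plate controls were DMSO wells with enzyme for no effect and wells lacking enzyme for full effect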
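Test system: SCP-1 phosphatase catalytic domain, residues 76-261 | Compound dosing: One concentration, 20 µM, with 1.0% DMSO | Schedule: 45 min room-temperature reaction, 5 min colour, 30 min stabiliser | Detection: Absorbance at 630 nm | Read-out basis: % inhibition of SCP-1 phosphate liberation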
E coli Lon inh = inhibits E. coli Lon protease | P0A9M0 | purified E. coli Lon protease, fluorescence polarization | inhibition, % at 7.94 µM | actives 0.42% (n = 360,000); in the data active means inhibition above about 13%, passing the limit was not always enough;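 further: 0% = enzyme with probe and DMSO and 100% = no enzyme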
MsrA inhibitor = bovine MsrA inhibition | inhibition, % at 15.5 µM | actives 0.75% (n = 360,000) | AID 651718 | purified bovine MsrA, absorbance read-out; in the data active means inhibition above about 4.5%;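 further: 0% = vehicle wells with enzyme and 100% = reference inhibitor wells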
DNMT1 inh = DNMT1 (human) enzyme inhibition | P26358 | actives 0.83% (n = 360,000) | DNMT1 molecular beacon, Hinp1I cleavage, fluorescence | inhibition (reported as % activation of signal), % at 10 µM; in the data active means inhibition above about 50%
NRP1-CendR mod = alters CendR peptide binding to human NRP-1; O14786; FAM-RPARPAR peptide binding to NRP-1, fluorescence polarization; inhibition, % at 25 µM; actives 0.85% (n = 360,000); AID 602438;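 active means inhibition or corrected inhibition above about 18%, plus a signal ratio from 0.5 to 1.5, limit read from the data, passing the limit was not always enough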; further: strong numbers were not always called active
Target sequence (O14786 whole entry, looked up): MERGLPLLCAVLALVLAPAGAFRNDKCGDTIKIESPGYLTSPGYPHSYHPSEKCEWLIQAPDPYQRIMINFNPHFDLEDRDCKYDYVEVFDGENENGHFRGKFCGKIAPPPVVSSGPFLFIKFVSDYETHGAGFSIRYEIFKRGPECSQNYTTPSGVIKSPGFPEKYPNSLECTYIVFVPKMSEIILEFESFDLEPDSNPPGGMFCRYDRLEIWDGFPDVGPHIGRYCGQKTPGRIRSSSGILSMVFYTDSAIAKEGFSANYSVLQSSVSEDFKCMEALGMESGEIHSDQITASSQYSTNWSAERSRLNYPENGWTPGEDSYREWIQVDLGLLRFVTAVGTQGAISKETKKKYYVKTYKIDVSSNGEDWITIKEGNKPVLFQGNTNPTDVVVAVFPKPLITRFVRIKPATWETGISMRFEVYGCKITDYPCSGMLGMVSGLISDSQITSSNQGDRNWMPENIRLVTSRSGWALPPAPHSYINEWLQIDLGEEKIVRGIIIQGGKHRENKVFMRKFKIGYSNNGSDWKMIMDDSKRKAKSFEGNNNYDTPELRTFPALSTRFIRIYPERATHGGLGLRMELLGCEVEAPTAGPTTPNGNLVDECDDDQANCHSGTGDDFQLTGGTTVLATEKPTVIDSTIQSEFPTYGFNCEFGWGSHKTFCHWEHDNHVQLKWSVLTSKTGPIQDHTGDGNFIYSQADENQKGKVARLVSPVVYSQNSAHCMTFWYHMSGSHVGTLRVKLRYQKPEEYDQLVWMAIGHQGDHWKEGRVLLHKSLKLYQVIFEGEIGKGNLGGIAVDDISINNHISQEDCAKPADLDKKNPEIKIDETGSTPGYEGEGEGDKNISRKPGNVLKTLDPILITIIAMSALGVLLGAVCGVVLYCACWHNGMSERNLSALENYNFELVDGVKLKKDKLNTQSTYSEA
MsrA act = activates bovine MsrA enzyme. actives 0.3% (n = 360,000). AID 602163. purified bovine MsrA, absorbance read-out. activation, % at 10.6 µM; in the data active means activation above about 7.5%;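 further: 0% = vehicle and 100% = reference activator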
SUMO1 PPI mod = alters human SUMO1 binding to SIM partners | P63165 | SUMO1 binding to a labelled peptide, TR-FRET, 1 h | inhibition, % at 20 µM | actives 0.33% (n = 360,000); in the data active means inhibition above about 37%
Target sequence (P63165 whole entry, looked up): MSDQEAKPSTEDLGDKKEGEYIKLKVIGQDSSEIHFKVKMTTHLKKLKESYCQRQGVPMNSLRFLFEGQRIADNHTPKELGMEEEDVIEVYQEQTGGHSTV
TbMetRS inhib = blocks T. brucei methionyl-tRNA synthetase activity; purified T. brucei MetRS, ATP depletion, Kinase-Glo luminescence; inhibition, % at 11.9 µM; actives 0.4% (n = 360,000); AID 624268;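 active means inhibition above a per-plate cutoff of the control wells' mean inhibition plus 3 SD, cut at about 5.5% in these data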;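 further: 0% = DMSO wells median and 100% = median of wells with control inhibitor compound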
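Assay system: T. brucei methionyl-tRNA synthetase, purified | Medium: HEPES buffer with MgCl2, KCl, DTT, spermine, BSA, pyrophosphatase | Compound: 11.9 µM single point | Incubation: 15 min enzyme-compound preincubation, 2 h reaction, 10 min detection, 25 °C | Measured by: Kinase-Glo luciferase luminescence reporting remaining unconsumed ATP | Measure: % inhibition normalized to control-well medians | Replication: Singlicate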
An asterisk follows results filed as active; . = no result given.

SMILES | STEP inh | LMPTP inh | Scp-1 inhibitor | E coli Lon inh | MsrA inhibitor | DNMT1 inh | NRP1-CendR mod | MsrA act | SUMO1 PPI mod | TbMetRS inhib
COc1ccc(N2CCN(CC(O)COCCOc3ccc(Br)cc3)CC2)cc1 (stereo not drawn) | -4 | -1.3 | -5 | -20 | -0.6 | -7 | 3 | -1 | -1 | -0.5
CCc1noc(C)c1C(=O)OCC(=O)N(CC)c1c(N)n(Cc2ccccc2)c(=O)[nH]c1=O | 2 | -1.1 | -2 | -3 | -1.6 | 5 | -16 | 0 | -4 | 0.2
COc1ccc(CN(Cc2ccco2)S(=O)(=O)c2ccc(S(=O)(=O)N3CCCC3)cc2)cc1 | 2 | -0.2 | -7 | 2 | -1.3 | 3 | 4 | -2 | -2 | -0.5
CC[N+](CC)(CC)CCC(O)(c1ccccc1)C1CCCCC1 (stereo not drawn) | -1 | 0.0 | 1 | 3 | 1.4 | 2 | -11 | 0 | 2 | -0.1
COc1cccc(C(=O)Nn2c(-c3cccs3)nc3ccccc3c2=O)c1OC | -1 | 0.4 | -7 | -1 | 0.2 | 1 | -5 | -2 | 5 | -0.4
Cc1ccc2c(c1)c1c3n2CCN(C(=O)C2CC2)C3CCC1 (stereo not drawn) | 3 | -0.7 | -7 | 9 | 0.0 | -6 | 1 | -7 | -1 | -0.7
O=S(=O)(/N=C(/Nc1ccccc1)c1ccccc1O)c1ccccc1 | -4 | 0.8 | 7 | 2 | 0.7 | -2 | -15 | -13 | 1 | -0.7
Cc1c(N)cccc1-n1cccc1 | 1 | -3.3 | -7 | 4 | 0.1 | 2 | 1 | -3 | 1 | -0.5
Cc1ccc(C(=O)Cc2ccccc2)cc1 | -3 | 0.4 | -7 | -13 | -0.9 | 3 | -9 | -1 | 2 | -0.4
CCN(C[C@H]1N[C@@](CC)(C(=O)OC)[C@H]2C(=O)N(C)C(=O)[C@@H]12)C(=O)Nc1ccc(Cl)cc1 | 0 | 0.0 | -5 | -4 | -0.8 | 9 | -11 | -1 | 6 | 0.4
CC(NC(=O)CNC(=O)OCc1ccccc1)C(=O)N1CC(O)CC1C(=O)OCc1ccccc1 (stereo not drawn) | -7 | -2.2 | 0 | 7 | -1.0 | 4 | 8 | -4 | 0 | -0.4
COc1cc(Nc2cc(C)nc3ncnn23)cc(OC)c1 | 2 | -1.4 | -8 | -3 | -0.8 | -1 | 5 | 0 | -2 | 1.9
Cc1ccc(NC(=O)c2cc(N3C(=O)CCC3=O)ccc2N2CCCCC2)cc1 | 0 | 0.6 | -8 | 1 | 0.5 | -1 | 11 | -4 | 15 | 0.7
CCCCCCCOC(=O)c1nc(Cl)c(Cl)c(N)c1Cl | 0 | 2.0 | -6 | 17 | -1.4 | 6 | -8 | -8 | -3 | -1.0
O=C(Nc1ccc(O)cc1)/C(=C/c1ccco1)NC(=O)c1ccccc1 | 3 | -0.2 | -7 | -1 | 3.8 | -5 | 1 | -4 | -8 | -0.2
Cc1cc(C)n(-c2ccc(Cl)c(C(=O)O)c2)n1 | -3 | -0.9 | 5 | -6 | -0.6 | 10 | -1 | -9 | 2 | -1.4
CC(=O)CC(c1ccccc1)S(=O)(=O)c1ccc([N+](=O)[O-])cc1 (stereo not drawn) | 0 | 0.5 | 0 | 0 | 0.5 | -2 | 1 | 1 | -21 | -0.6
O=C(NC(=O)c1cnccc1C(F)(F)F)Nc1ccccc1 | 1 | -0.6 | 4 | 3 | -0.6 | -3 | 1 | -2 | 2 | 0.4
CCOC(=O)C1CCN(C(=O)Nc2cc(Cl)cc(Cl)c2)CC1 | 0 | -0.4 | -7 | 8 | -0.7 | 3 | -5 | -6 | 2 | -0.6
O=C(O)c1cc(-c2ccc(O)cc2)on1 | 0 | 0.7 | -6 | -13 | 3.0 | -1 | 5 | -4 | -1 | 0.5
O=C(NC1CCCCC1)C1CCC(=O)N(C2CC2)C1 (stereo not drawn) | 0 | -0.4 | -5 | -8 | 0.0 | 2 | -21 | -4 | -1 | 0.0
O/N=C/c1nc2cc(Cl)ccc2o1 | -2 | -0.2 | -9 | 0 | -0.3 | 1 | 1 | -2 | -4 | 0.6
CCOc1ccc(C(=O)Nc2ccc(N3CCN(C)CC3)cc2)cc1[N+](=O)[O-] | 3 | 1.6 | -5 | 1 | 0.6 | 0 | 11 | -2 | -18 | 0.3
CCCN(CC(=O)Nc1ccccc1OC)Cc1c(O)ccc2ccccc12 | -2 | 2.2 | -3 | 1 | -0.2 | 2 | 5 | -1 | -2 | -0.5
COc1cccc(OC)c1C(=O)N1CCOCC1 | 2 | -1.8 | -3 | -6 | 0.7 | 5 | -13 | -5 | -2 | -0.4
CCNC(=O)/C(C#N)=C/c1c(N2CCN(c3ccccc3)CC2)nc2ccccn2c1=O | 1 | 0.3 | -10 | -15 | 2.8 | 1 | 4 | -2 | -23 | -0.5
NC(Cc1ccccc1)c1csc(NC(=O)Nc2ccccc2Oc2ccccc2)n1 (stereo not drawn) | 6 | 1.7 | . | -4 | -0.3 | -12 | -10 | -2 | -118 | -0.4
CC1CCN(CC(O)Cn2c3ccccc3c3ccccc32)CC1 (stereo not drawn) | -4 | -1.2 | -10 | 5 | 1.2 | 1 | 6 | -1 | 2 | -0.4
O=C(O)C(Cc1ccccc1)N1C(=O)C2C3CCC(C3)C2C1=O (stereo not drawn) | -1 | -0.2 | . | 2 | 0.3 | 1 | -4 | -14 | 4 | -0.1
COc1ccc(S(=O)(=O)N2CCN(c3ccccc3OC)CC2)cc1C(=O)N1CCCCC1 | 1 | 0.6 | -4 | 2 | 1.0 | 0 | 3 | -3 | 1 | -0.5
COc1ccc(S(=O)(=O)Nc2c(C(=O)O)[nH]c3ccc(OC)cc23)c(OC)c1 | 8 | -0.6 | -8 | 2 | 0.3 | -19 | 3 | -5 | -19 | 0.8
COc1ccc(N2CCN(c3ncnc4c3nnn4Cc3ccccc3Cl)CC2)cc1 | -4 | 1.6 | 7 | -3 | 0.3 | 0 | -2 | -5 | -1 | -0.8
CC(C)C(=O)NC(=S)/C=C1/N(C)c2ccccc2C1(C)C | 2 | 1.4 | -9 | -76 | -0.8 | 0 | -152 | -3 | -13 | -0.3
COc1ccccc1CNS(=O)(=O)c1ccc2c(c1)N(C(C)=O)CC(C)S2 (stereo not drawn) | -1 | 0.9 | -8 | 1 | -0.7 | 1 | 8 | -1 | -1 | 0.0
CCCOc1ccc(/C(O)=C2/C(=O)C(=O)N(CCCn3ccnc3)C2c2cccnc2)cc1 (stereo not drawn) | 0 | -3.6 | -8 | -8 | 1.9 | 1 | -1 | -3 | -10 | -0.3
CC1(C(=O)O)C=CC2(CCCCC2)N1C(=O)c1ccccc1 (stereo not drawn) | 1 | -1.6 | -8 | 6 | 0.4 | 4 | 2 | -2 | 7 | -0.1
COc1cccc(-c2nnc(SCC(=O)N3CCOCC3)o2)c1 | -1 | -2.2 | -2 | -2 | 0.1 | -2 | -7 | -4 | 0 | -1.5
CCn1cc(C(=O)N[C@@H](C)C(=O)NCCCN2CCOCC2)c(=O)c2cc3c(cc21)OCO3 | 3 | -2.1 | -3 | -9 | 1.3 | 2 | 7 | -3 | 1 | -0.8
C=CCNC(=O)C1CC(=O)N(c2ccc(OCC(=O)NCc3ccccc3)cc2)C1 (stereo not drawn) | -1 | -0.8 | 6 | -1 | -1.2 | 0 | 26* | -8 | 1 | -1.2
Cc1nn(-c2ccc(N3CCOCC3)nn2)c(C)c1CCC(=O)NCc1ccccc1F | -2 | 0.0 | 6 | -10 | 0.1 | 2 | 7 | 0 | -1 | 0.1
CCCCn1c(N)c(N(CCOC)C(=O)c2ccc(S(=O)(=O)N3CCC(C)CC3)cc2)c(=O)[nH]c1=O | 1 | -1.8 | -1 | 0 | 0.6 | 1 | -13 | 1 | 0 | -0.2
CN(N)C(=S)Nc1ccc(F)cc1 | -2 | 0.0 | -5 | -1 | 0.4 | 2 | -3 | -9 | 2 | -0.7
Cc1cc(OCC(=O)NNC(=S)NCC2CCCO2)cc(C)c1Cl (stereo not drawn) | 1 | 0.5 | -2 | 1 | -0.6 | -1 | 1 | -2 | 2 | -0.6
Cc1ccccc1NC(=O)c1cccc(C(=O)Nc2ccccc2C)n1 | 6 | 8.4 | -6 | -15 | 0.6 | 8 | -12 | -4 | 20 | -0.1
CCOC(=O)c1c(C)c2c(n1C)CCC/C2=N\O | -3 | -2.2 | -9 | -4 | 0.2 | 3 | 8 | -11 | 0 | -1.7
Cn1c(=O)n(C)c2cc(S(=O)(=O)N3CCOCC3)ccc21 | 0 | -1.0 | -11 | 0 | 1.0 | 3 | 1 | -1 | 1 | 0.0
Cc1cccnc1NC1CCCCC1 | -1 | 2.6 | 4 | -12 | -0.5 | 9 | 1 | -10 | 1 | -1.3
Cc1ccc(C)c(/C=C2\CCn3c2nc2cc(C(=O)O)ccc2c3=O)c1 | 4 | -0.6 | 2 | -4 | 1.1 | -1 | -3 | -6 | -9 | 0.0
NC(=O)c1ccccc1NS(=O)(=O)c1ccc(F)cc1 | 1 | -0.8 | 1 | -4 | -0.9 | -2 | -11 | 0 | 1 | -0.5

In the list so far, these have a COOH group:
SMILES | STEP inh | LMPTP inh | Scp-1 inhibitor | E coli Lon inh | MsrA inhibitor | DNMT1 inh | NRP1-CendR mod | MsrA act | SUMO1 PPI mod | TbMetRS inhib
Cc1cc(C)n(-c2ccc(Cl)c(C(=O)O)c2)n1 | -3 | -0.9 | 5 | -6 | -0.6 | 10 | -1 | -9 | 2 | -1.4
O=C(O)c1cc(-c2ccc(O)cc2)on1 | 0 | 0.7 | -6 | -13 | 3.0 | -1 | 5 | -4 | -1 | 0.5
O=C(O)C(Cc1ccccc1)N1C(=O)C2C3CCC(C3)C2C1=O (stereo not drawn) | -1 | -0.2 | . | 2 | 0.3 | 1 | -4 | -14 | 4 | -0.1
COc1ccc(S(=O)(=O)Nc2c(C(=O)O)[nH]c3ccc(OC)cc23)c(OC)c1 | 8 | -0.6 | -8 | 2 | 0.3 | -19 | 3 | -5 | -19 | 0.8
CC1(C(=O)O)C=CC2(CCCCC2)N1C(=O)c1ccccc1 (stereo not drawn) | 1 | -1.6 | -8 | 6 | 0.4 | 4 | 2 | -2 | 7 | -0.1
Cc1ccc(C)c(/C=C2\CCn3c2nc2cc(C(=O)O)ccc2c3=O)c1 | 4 | -0.6 | 2 | -4 | 1.1 | -1 | -3 | -6 | -9 | 0.0

Screening data as filed in PubChem.
